# From PubChem
# 14-3-3 PPI: alters human 14-3-3 gamma binding to Raf peptide | inhibition, % at 40 µM | 160,000 tested, 0.19% active | FP, 14-3-3gamma / TMR-pS259-Raf peptide binding | P61981; in the data active means inhibition above about 30%;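 further: 0% = protein plus tracer without compound and 100% = blank with tracer alone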
# Target sequence (P61981 whole entry, looked up): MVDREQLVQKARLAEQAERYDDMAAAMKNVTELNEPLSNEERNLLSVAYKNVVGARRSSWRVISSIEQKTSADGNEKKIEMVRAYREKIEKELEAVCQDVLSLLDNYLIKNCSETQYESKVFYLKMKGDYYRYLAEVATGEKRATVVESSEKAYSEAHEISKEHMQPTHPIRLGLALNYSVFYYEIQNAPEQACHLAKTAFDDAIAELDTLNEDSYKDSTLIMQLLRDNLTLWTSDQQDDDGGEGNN
# * hit, by the source's call; & = joins results of further samples.
# The first 3 compounds (preview)
SMILES,14-3-3 PPI
COc1ccc(N(CC(=O)NC(C)(C)C)S(=O)(=O)c2ccccc2)cc1OC,-2
O=C(Nc1ccc(-c2nnc(-c3ccccc3)o2)cc1)c1ccc(Br)o1,116*
COc1ccc(-c2cc(C(F)(F)F)n3nc(C(=O)Nc4cccc(Cl)c4)cc3n2)cc1,-5

# Main list, from the first entry:
SMILES,14-3-3 PPI
COc1ccc(N(CC(=O)NC(C)(C)C)S(=O)(=O)c2ccccc2)cc1OC,-2
O=C(Nc1ccc(-c2nnc(-c3ccccc3)o2)cc1)c1ccc(Br)o1,116*
COc1ccc(-c2cc(C(F)(F)F)n3nc(C(=O)Nc4cccc(Cl)c4)cc3n2)cc1,-5
CC(C)Cc1nc(SCC(=O)Nc2ccccn2)n[nH]1,-4
O=C(O)CNC(=O)c1ccccc1NC(=O)c1ccco1,-2
Cc1cc(C(=O)O)c(=O)[nH]c1C,1&5
CNC(=O)NCC12CC3CC(CC(C3)C1)C2,5
Cc1cc([N+](=O)[O-])nn1CCCC(=O)N1CCc2ccccc2C1,-7
CCC(Nc1ncnc2ccccc12)C(=O)O (stereo not drawn),-21
CC(=O)Nc1ccc(S(=O)(=O)Nc2nc3ccccc3nc2N2CCCC2)cc1,1
COc1cc(OC)cc(C(=O)NCC(=O)OC2CCOC2=O)c1 (stereo not drawn),0
CC(C)OC(=O)C1C(=O)CC(C)(O)C(C(=O)OC(C)C)C1C=Cc1ccccc1 (stereo not drawn),10
CCc1ccc(NC(=O)CSC2=Nc3ccccc3C3=NC(c4ccccc4)C(=O)N23)cc1 (stereo not drawn),-42
CCCCc1ccc(NC(=O)CSc2nccn2-c2cc(C)cc(C)c2)cc1,-3
O=C(CN1CCOCC1)Nc1c2c(nc3ccccc13)CCC2,-5
O=C(CSc1nnc2sc3ccccc3n12)N1CCc2ccccc21,-5
CCOC(=O)c1c(-c2ccccc2)oc2c1cc(OC(=O)c1ccc(S(=O)(=O)N3CCOCC3)cc1)c1ccccc12,2
CN(Cc1ccccc1)S(=O)(=O)c1ccc2[nH]cc(C(=O)NCC3CCCO3)c(=O)c2c1 (stereo not drawn),2
Cc1ccc(-n2nc3cc(C)c(NC(=O)c4cccs4)cc3n2)cc1,5
Oc1ccc(Cl)cc1/C=N/c1nccs1,5
Cc1ccc(CS(=O)(=O)CCC(=O)NCc2ccc3c(c2)OCO3)cc1,4&2
CC(NC(=O)c1cccs1)c1ccccc1 (stereo not drawn),-2
COc1ccc2cc(CN(Cc3ccco3)C(c3nnnn3C3CCCCC3)C(C)C)c(=O)[nH]c2c1 (stereo not drawn),-6
COc1ccc(NC(=O)c2cccc(N3C(=O)NC4CC3(C)Oc3c(OC)cccc34)c2)cc1 (stereo not drawn),-4
COc1ccc(C(=O)N2CCN(S(=O)(=O)N3CCOCC3)CC2)cc1OC,-10
CSc1nc2ccc(NS(=O)(=O)c3ccc(Cl)s3)cc2s1,-8
Cc1ccc(S(=O)(=O)c2nc(-c3cccc([N+](=O)[O-])c3)oc2N2CCOCC2)cc1,-1
c1ccc(CN2CCN(Cc3ccccc3)C2c2ccc3c(c2)OCO3)cc1,-5
COc1ccc(NC(=O)c2cccc(Br)c2)c(OC)c1,2
COc1ccc(NC(=O)N(CCO)Cc2cc3c(C)cc(C)cc3[nH]c2=O)cc1,5
COc1cccc(-n2c(=O)c3c4c(sc3n(CC(=O)Nc3ccccc3C)c2=O)CCCC4)c1,-12
CC(=O)CN1C2=NCCCN2c2ccccc21,3
O=C(Nc1cccc(C(F)(F)F)c1)c1cccs1,-3
Cn1c(SCc2ccc(C#N)cc2)nnc1-c1cccc(Cl)c1,1
Cc1cc(NC(=O)CSc2nnc(Cc3ccccc3)o2)no1,-8
COC(=O)c1c(NC(=O)CSc2nnnn2-c2ccccc2)sc2c1CCCC2,-1
Nc1c(C(=O)Nc2ccc(Cl)c(C(=O)O)c2)sc2nc3c(cc12)CCCCC3,-12
Cc1ccccc1Oc1ccc(-n2c(C)ccc2C)cc1,-151
COc1cccc(CN2C(=O)c3cc(C(=O)O)ccc3Sc3ccccc32)c1,-7
CC(=O)Oc1ccc(N2C(=O)c3ccccc3C2=O)cc1,-5
O=C(Cn1c(=S)[nH]c2ncccc2c1=O)NCc1ccccc1,-20
COCCNC(=O)CN(c1ccc(C)cc1)S(=O)(=O)c1ccc(SC)cc1,-3
COCCN(CCOC)C(=O)c1c[nH]c2ccc(S(=O)(=O)N(C)c3ccc(F)cc3)cc2c1=O,-3
CN(Cc1ccccc1)C(=O)C(Cc1ccccc1)NS(=O)(=O)c1ccc(Br)cc1 (stereo not drawn),-7
CCC(Cc1ccccc1)N1C(=O)c2cccnc2C1=O (stereo not drawn),-4
CCCOc1ccc(NC(=O)C2CC(=O)N(C)C(=Nc3ccc(Cl)c(C(F)(F)F)c3)S2)cc1 (stereo not drawn),6
C=CC1(C)CC(=O)C2(O)C(C)(O1)C(OC(C)=O)C(O)C1C(C)(C)CCC(O)C12C (stereo not drawn),-10
NC(=O)N1c2ccccc2CC(=O)c2ccccc21,-2
O=C(CNS(=O)(=O)c1cccc2nsnc12)NCc1ccccc1Cl,-3
O=C1CC(N2CCN(c3ccc(Cl)c(Cl)c3)CC2)C(=O)N1 (stereo not drawn),4

# Next section.
SMILES,14-3-3 PPI
O=C(Nc1nccs1)c1ccc(Cl)c([N+](=O)[O-])c1,-7
FC(F)(F)c1cccc(N2CCc3cn[nH]c32)c1,-5
COc1ccc(OCC(=O)Nc2ccc(N3CCOCC3)cc2)cc1,-7
CCOC(=O)c1c(-c2ccc(Br)cc2)csc1NC(=O)CSc1ccccc1,-5
O=c1c2ccc(Cl)cc2[nH]c(=S)n1CCc1ccc(Cl)cc1,-5
O=C(Nc1cc(Oc2ccccc2)cc([N+](=O)[O-])c1)c1nn2c(C(F)(F)F)cc(-c3ccco3)nc2c1Cl,-10
O=C(O)c1cccc(-c2cccc(C(=O)O)c2)c1,0
Cc1ccc(C(=O)O[C@H](C(=O)O)[C@H](OC(=O)c2ccc(C)cc2)C(=O)O)cc1 (tested in a mixture with another compound),-6
NC(=O)c1cc2nc(-c3ccc(Br)cc3)cc(C(F)(F)F)n2n1,0
N#CC1=C(N)SC(N)=C(C#N)C1c1cccc(Oc2ccccc2)c1,-6

# Reformatted as labelled records: part of the list above
SMILES: O=C(Nc1cc(Oc2ccccc2)cc([N+](=O)[O-])c1)c1nn2c(C(F)(F)F)cc(-c3ccco3)nc2c1Cl
  14-3-3 PPI = -10

SMILES: O=C(O)c1cccc(-c2cccc(C(=O)O)c2)c1
  14-3-3 PPI = 0

SMILES: Cc1ccc(C(=O)O[C@H](C(=O)O)[C@H](OC(=O)c2ccc(C)cc2)C(=O)O)cc1 (tested in a mixture with another compound)
  14-3-3 PPI = -6

SMILES: NC(=O)c1cc2nc(-c3ccc(Br)cc3)cc(C(F)(F)F)n2n1
  14-3-3 PPI = 0

# Remaining list, next part
SMILES,14-3-3 PPI
O=C(Nc1ccccc1C(=O)Nc1ccc(Br)cn1)c1ccccc1,-3
N#CC1=C(N)C(C#N)(C#N)C(c2cccnc2)C2COCC=C12 (stereo not drawn),2
Cc1ccccc1C(=O)Nc1ccc2nc3n(c(=O)c2c1)CCC3,0
COc1ccc(-c2nc3cc(NC(=O)c4ccc5c(c4)OCO5)ccc3o2)cc1,-7
O=C(Nc1nccs1)c1ccc(Cl)c(S(=O)(=O)N2CCCCC2)c1,2
O=S(=O)(c1ccc2nc(-c3ccccc3)[nH]c2c1)N1CCN(c2ccccc2F)CC1,-1
CC(=O)c1c(C)nc(-c2ccc(Cl)cc2)nc1NC(=O)C(C)C,-3
O=C1c2ccccc2-c2nc3cc4nc5ccccc5nc4cc3nc21,-81
COc1ccccc1-n1nc(C(=O)NCCC2=CCCCC2)c2ccccc2c1=O,6
CCn1c(SCC(=O)Nc2ccc(Cl)cc2)nc2c(c1=O)SC(C)C2 (stereo not drawn),-7
CCN1C(=O)c2cccc3c(S(=O)(=O)N4CCc5ccccc5C4)ccc1c23,-8
CCOC(=O)N1CCC(O)(c2cc(C)c(C)cc2C)CC1,-1
CCc1nnc(NC(=O)CN2CCC(O)(c3ccccc3OC)CC2)s1,-5
COc1ccccc1N1CCN(S(=O)(=O)c2ccc(SC)cc2)CC1,-2
COc1ccc(-n2c(Cc3cccs3)nnc2SCC(=O)Nc2ccc3c(c2)OCCO3)cc1,-7
Cc1ccccc1COc1ccc(/C(O)=C2/C(=O)C(=O)N(CCCn3ccnc3)C2c2ccco2)cc1 (stereo not drawn),-2
Cc1noc(C)c1C(=O)Nc1sc(C)c(-c2ccccc2)c1C#N,-40
Cn1c(NC(=O)c2ccccc2C(F)(F)F)cc(=O)n(C)c1=O,-2
CCOc1ccc(C(=O)Nc2cccc(-c3nc4ccccc4s3)c2)cc1Cl,-15
CCc1ccc(C2CC(c3ccc(OC)c(OC)c3)=NN2C(C)=O)cc1 (stereo not drawn),-9
CSCC[C@H](NC(=O)NCCC1=CCCCC1)C(=O)O,-3
COC(=O)c1ccc(CSc2nc3c(c(=O)n2-c2ccc(Cl)cc2)SCC3)o1,-11
CCOC(=O)c1sc2nc(C)nc(N3CCCCCC3)c2c1C,-8
Cc1ccc(NC(=O)C2CC(=O)N(Cc3ccc4c(c3)OCO4)C(=Nc3cccc(C(F)(F)F)c3)S2)cc1 (stereo not drawn),-10
Cc1ccc(N2CC(C(=O)NC3=NCCS3)CC2=O)cc1 (stereo not drawn),2
Cc1ccc2nc(NC(=O)c3cccc4ccccc34)sc2c1,-6
COc1ccc2nc(Cl)c(C3CC(c4ccc(Cl)cc4)=NN3C(=O)CCC(=O)O)cc2c1 (stereo not drawn),-5
CCCCNC(=O)c1cc(-c2ccc(OC)c(OC)c2)on1,-1
CCOC(=O)c1cccc(NS(=O)(=O)c2ccc3c(c2)CC(C)N3C(C)=O)c1 (stereo not drawn),-4
Cc1cccc(NC(=O)c2ccc(N3CCN(c4ccc(F)cc4)CC3)c([N+](=O)[O-])c2)c1,4
CC(=O)Oc1cc2c3c(c1)C(C)=CC(C)(C)N3C(=O)C2=O,-7
Oc1ccc(Br)cc1C=Nc1ccc2oc(-c3cccc(I)c3)nc2c1,-59
CCCCNC(=O)CCCn1c(=S)[nH]c2cc3c(cc2c1=O)OCO3,-2
Cc1c(C(=O)Nc2ccc(Oc3ccccc3)cc2)sc2nc(C)n(C)c(=O)c12,-5
O=C(Nc1c(F)cc(F)cc1Br)c1cc2nc(C(F)F)cc(C(F)F)n2n1,-3
CC(=O)c1ccc(N2CCN(C(=O)Cc3c(C(=O)O)[nH]c4ccc(Cl)cc34)CC2)cc1,-28
COc1ccc(Br)c(C(=O)Nc2cc(C(=O)N3CCN(c4ccccc4)CC3)ccc2N2CC3CC(C2)c2cccc(=O)n2C3)c1 (stereo not drawn),-7
CCN(CCO)Cc1cn[nH]c1-c1ccc(C)c(C)c1,0
CC1CCCN(C(c2ccccc2)c2sc3ncnn3c2O)C1 (stereo not drawn),0
C=CCN1C(=S)NC2(O)c3ccccc3C(=O)C12O (stereo not drawn),-6

# 2 entries from above in a different format:
14-3-3 PPI	smiles
0	CC1CCCN(C(c2ccccc2)c2sc3ncnn3c2O)C1 (stereo not drawn)
-6	C=CCN1C(=S)NC2(O)c3ccccc3C(=O)C12O (stereo not drawn)

# More structures follow:
SMILES,14-3-3 PPI
Cc1cc(Nc2cccc(Cl)c2)n2ncnc2n1,-5
Cc1ccc(NS(=O)(=O)c2c(C)nn(C)c2C)cc1C,-1
Cc1ccc2c(CC(=O)Nc3ccc(N4CCN(C)CC4)cc3C)coc2c1,-13
O=C(Cn1c(-c2ccco2)nc2ccccc21)N1CCCCC1,6
COc1ccccc1NC(=O)c1ccc(NS(=O)(=O)c2c(C)noc2C)cc1,-5
O=C(CSCc1ccc(F)cc1)Nc1ccccc1,-9
COc1ccc(S(=O)(=O)N2CCN(C(=O)c3ccccc3F)CC2)cc1,4
Cc1nc(Nc2nc(-c3ccccc3)cc(=O)[nH]2)nc2ccccc12,-14
CN(C)CCCC#CC#CCCCN(C)C,-17
COc1ccccc1CNC(=O)c1ccc(S(=O)(=O)c2cccc(Cl)c2)c([N+](=O)[O-])c1,-2
COc1ccc(C(=O)COC(=O)CCCn2c(=O)oc3ccccc32)cc1,0
Cc1c(C(=O)Nc2cccc(C(F)(F)F)c2)oc2ccc(S(=O)(=O)N3CC(C)CC(C)C3)cc12 (stereo not drawn),17
CCN(CC)C(=O)c1c[nH]c2ccc(S(=O)(=O)N(C)c3ccc(C(C)C)cc3)cc2c1=O,-9
O=C(CCC1N=C2c3ccccc3N=C(SCc3cc(F)cc4c3OCOC4)N2C1=O)NCc1ccccc1 (stereo not drawn),-10
CCOc1ccccc1Oc1coc2cc(O)ccc2c1=O,-1
O=C(c1cnc2sccn2c1=O)N1CCCc2ccccc21,-7&-2
O=[N+]([O-])c1cc(C=Nc2ccc(-c3nc4ncccc4o3)cc2)ccc1Cl,-49
CC[C@H]1OC(=O)C[C@@H](O)[C@H](C)[C@@H](O[C@@H]2O[C@H](C)C[C@H](N(C)C)[C@H]2O)[C@@H](CC=O)C[C@@H](C)C(=O)C=C[C@]2(C)O[C@H]2[C@@H]1C,-6
COc1ccc2nc(NC(=O)C3CCCN(S(=O)(=O)c4cccs4)C3)sc2c1 (stereo not drawn),-19
O=C(CCc1ccccc1)Nc1ccc(NC(=O)C2CC2)nc1,-2

# A different layout for 2 compounds above.
> COc1ccc(C(=O)COC(=O)CCCn2c(=O)oc3ccccc32)cc1
  14-3-3 PPI: 0
> Cc1c(C(=O)Nc2cccc(C(F)(F)F)c2)oc2ccc(S(=O)(=O)N3CC(C)CC(C)C3)cc12 (stereo not drawn)
  14-3-3 PPI: 17

# The listing continues.
SMILES,14-3-3 PPI
COC(=O)c1c(NC(=O)C2CCCCC2)sc2c1C(C(=O)OC)CC2 (stereo not drawn),-3
CC1CCCCN1C(=O)c1ccc2c(c1NCCO)C(=O)c1ccccc1C2=O (stereo not drawn),-262
O=C(N1CCCC1)C1(S(=O)(=O)c2ccc(Cl)cc2)CC1,-5
O=C(Nc1ccc(C(=O)N2CCOCC2)cc1)c1nn2c(C(F)(F)F)cc(-c3ccccc3)nc2c1Br,-7

# Some of the compounds tested; the hit share may differ from the screen's.
